ADAM10 inh: inhibits human ADAM10; O14672; recombinant ADAM10, EDANS/DABCYL FRET peptide cleavage, 3 h; inhibition, % at 7 µM; 0.62% of 370,000 active;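 active = inhibition above a per-campaign cutoff equal to the mean of compounds falling between control-based bounds plus 3 SD, cut at about 20% in these data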;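 also: 0% = DMSO wells while the 100% control is not disclosed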
DAX1 inh-1: DAX1 (NR0B1) inhibition, primary screen; HEK293T StAR-luciferase reporter, SF-1/DAX-1 repression relief; AID 652010; inhibition, % at 6.8 µM; 1.1% of 370,000 active;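 active = inhibition above the mean over all tested compounds plus 3 SD, cut at about 3.6% in these data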;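 also: 0% = DAX-1 cells with DMSO and 100% = cells lacking DAX-1 with DMSO; higher inhibition means more luminescence from relief of DAX-1 repression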
ADAM17 inh: inhibitors of human ADAM17; P78536; recombinant ADAM17, EDANS/DABCYL FRET peptide cleavage; inhibition, % at 6.95 µM; 0.83% of 370,000 active; AID 720648;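 active = inhibition above the mean of compounds lying between control limits plus 3 SD, set per campaign, cut at about 8.5% in these data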;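 also: 0% = DMSO-only wells as the low control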
Target sequence (P78536 215-824 limits assumed): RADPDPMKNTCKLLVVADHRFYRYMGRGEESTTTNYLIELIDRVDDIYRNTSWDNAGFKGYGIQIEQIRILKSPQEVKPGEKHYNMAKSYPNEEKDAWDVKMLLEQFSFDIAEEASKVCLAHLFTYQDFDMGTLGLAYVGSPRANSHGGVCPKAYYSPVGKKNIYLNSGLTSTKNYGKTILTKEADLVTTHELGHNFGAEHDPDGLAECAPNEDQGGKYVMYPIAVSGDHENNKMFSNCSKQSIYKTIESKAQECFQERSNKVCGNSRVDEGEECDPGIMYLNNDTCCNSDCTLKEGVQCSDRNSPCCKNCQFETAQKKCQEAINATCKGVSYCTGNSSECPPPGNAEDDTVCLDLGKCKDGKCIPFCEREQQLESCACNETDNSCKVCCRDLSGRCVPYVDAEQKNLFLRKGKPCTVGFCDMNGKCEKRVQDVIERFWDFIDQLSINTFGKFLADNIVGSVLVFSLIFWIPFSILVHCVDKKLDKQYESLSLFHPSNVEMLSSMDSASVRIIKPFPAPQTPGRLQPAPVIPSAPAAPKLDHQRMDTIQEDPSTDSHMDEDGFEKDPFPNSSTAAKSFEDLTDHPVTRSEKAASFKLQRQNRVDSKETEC
PLC-beta3 inh: PLC-beta3 (human) inhibition, primary screen; Purified PLC-beta3, fluorogenic substrate, fluorescence; inhibition, % at 12.2 µM; 0.18% of 370,000 active; AID 720704; in the data active = inhibition above about 11%;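 also: 0% = median of compound wells on plate and 100% = full blocker control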
PLCg1 inh: inhibitors of human phospholipase C gamma1; P19174; purified PLC-gamma1, fluorogenic substrate, fluorescence; inhibition, % at 12.2 µM; 0.84% of 370,000 active; AID 720700; in the data active = inhibition above about 9.5%
sPLA2-III inh: Inhibits HGIII-sPLA2 liposome hydrolysis, primary screen; Q9NZ20; QFRET BODIPY PC-A2 liposome hydrolysis, fluorescence; inhibition, % at 12.2 µM; 0.56% of 370,000 active;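 active = inhibition above mean plus 3 SD of compounds lying within the high and low control bounds, cut at about 19% in these data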;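 also: 0% = median of test compound wells and 100% = no enzyme DMSO wells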
ssDAF12 agonist: activators of S. stercoralis DAF-12 nuclear receptor | HEK293 ssDAF-12/GRIP1 lit1-tk-luc reporter, luminescence; % of 3 µM dafachronic acid response | activation, % at 6.8 µM | 1% of 370,000 active;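 active = activation above the mean over all tested compounds plus 3 SD, cut at about 0.9% in these data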;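 also: 0% = DMSO-only wells and 100% = 3 µM delta7-dafachronic acid wells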
GAA850 FXN act: frataxin GAA850 promoter activation | HEK293 lucGAA850 FXN promoter luciferase reporter, 24 h; percent of 10 µM SAHA response | activation, % at 6 µM | 0.56% of 360,000 active;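 active = activation above the average of all compounds screened plus 3 SD, cutoff fixed separately per campaign, cut at about 7.5% in these data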;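 also: 0% = DMSO wells and 100% = 10 µM SAHA wells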
hcDAF12 agonist: activates DAF-12 receptor from parasite H. contortus | AID 652067 | HEK293 hcDAF-12 lit1-tk-luc reporter, luminescence; 0% DMSO, 100% Δ7-dafachronic acid | 1.4% of 370,000 active | activation, % at 6.8 µM;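 active = activation above the mean of all tested compounds plus 3 SD, cut at about 5.5% in these data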;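 also: 100% = response to 3 µM Δ7-dafachronic acid high control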
DAX1 inh-2: inhibits human nuclear receptor DAX1; P51843; HEK293 Gal4-DAX1 luciferase reporter, luminescence; inhibition, % at 6.75 µM; 0.99% of 340,000 active; AID 504766;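 active = inhibition above the mean over all tested compounds plus 3 SD, cut at about 4.2% in these data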;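 also: 0% = DAX1-transfected cells with DMSO and 100% = empty-vector control cells with DMSO; inhibition shows as a rise in luminescence from relieved DAX1 repression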
Target sequence (P51843 207-470 limits assumed): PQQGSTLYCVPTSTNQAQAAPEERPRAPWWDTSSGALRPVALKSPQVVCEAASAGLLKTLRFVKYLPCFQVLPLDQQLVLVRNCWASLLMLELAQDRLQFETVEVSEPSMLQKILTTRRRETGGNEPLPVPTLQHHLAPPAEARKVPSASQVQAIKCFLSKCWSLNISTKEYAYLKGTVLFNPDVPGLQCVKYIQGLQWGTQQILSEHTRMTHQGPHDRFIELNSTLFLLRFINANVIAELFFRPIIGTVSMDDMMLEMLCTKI
hgDAF12 agonist: hgDAF-12 agonism, primary luciferase screen; HEK293 GAL4-hgDAF12 UAS-luciferase reporter, agonist luminescence; normalized to butyrate control; activation, % at 6.8 µM; 1.8% of 370,000 active;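 active = activation above a cutoff set at the mean of all screened compounds plus 3 SD, cut at about 10% in these data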;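 also: 0% = DMSO wells and 100% = sodium butyrate wells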
The depositor's hits bear a star; i = inactive; . = no result given.

Values in the order – ADAM10 inh	DAX1 inh-1	ADAM17 inh	PLC-beta3 inh	PLCg1 inh	sPLA2-III inh	ssDAF12 agonist	GAA850 FXN act	hcDAF12 agonist	DAX1 inh-2	hgDAF12 agonist
Cc1noc(C)c1CCC(=O)N1CCCC(CCC(=O)NCc2ccccc2F)C1 (centres undefined)
 : -11	0.1	0	-1	2	3	-1.2	.	-1.1	.	-3.7
COC(=O)[C@@]1(Cc2ccc(F)cc2)[C@H]2c3cc(C(=O)N(C)C)n(Cc4ccccc4)c3C[C@H]2CN1C(=O)c1ccccc1
 : 5	-0.6	9.4*	-7	-4	-27	-1.6	.	-1.1	.	1.1
Fc1ccccc1Sc1ccccc1CNC1=NCCN1
 : 1	-0.4	-2	3	2	6	-0.6	1.5	1.7	-0.5	-1.0
CC(C)CC(=O)Nc1ccc2oc(-c3ccncc3)nc2c1
 : -308	0.5	-110	i	i	2	-0.7	4.9	-1.6	0.7	5.0
N/C(=N\OC(=O)c1ccc(Cl)c(Cl)c1)c1ccccn1
 : 10	4.2*	1	5	1	-1	0.6	-0.6	5.5	0.5	11*
O=C(OCC(=O)N1CCN(C(=O)c2ccco2)CC1)c1ccccc1C(=O)c1ccccc1
 : -7	0.8	-6	3	1	9	-0.6	-2.4	-1.2	-1.1	-1.4
CC(C)(C)c1ccc(NC(=O)N2CCCN(c3c(Cl)cncc3Cl)CC2)cc1
 : -5	0.5	1	-8	-5	4	-1.3	1.1	-0.2	-0.1	-0.9
CCc1nc2ccc(C(=O)NCCc3ccccn3)cn2c1N(C)Cc1cccs1
 : -6	0.0	-1	-6	-1	-5	-0.7	-1.3	-2.6	.	-2.9
CC(C(=O)Nc1cc([N+](=O)[O-])ccc1Cl)N1CCN(c2ccccc2)CC1 (centres undefined)
 : -3	0.3	-3	3	2	-1	-2.2	-0.1	-1.2	-1.1	4.4
Cc1ccc(S(=O)(=O)Nc2ccc(S(=O)(=O)NC(C)(C)C)cc2)cc1
 : 8	-1.2	0	2	3	-35	-1.5	1.4	-0.8	0.9	-2.4
Cc1cccc(NC(=O)C2CCCN(S(=O)(=O)c3ccc4[nH]c(=O)ccc4c3)C2)c1 (centres undefined)
 : -14	-0.3	-2	2	4	-5	-0.5	0.1	-2.0	2.5	-3.0
CCOC(=O)CSc1ncc(OC)c(=O)[nH]1
 : -5	0.8	-3	0	1	-1	-1.2	-2.1	-0.7	1.8	1.5
CS(=O)(=O)N(Cc1ccccc1)c1ccc(C(=O)NCc2ccccc2)cc1
 : 0	-0.6	-3	-1	-4	-17	-0.7	2.6	-0.3	1.4	-0.7
Nc1nc2c(ccc3ccccc32)s1
 : -60	0.3	-25	-12	-6	6	-0.4	1.8	3.0	4.9*	1.3
COc1ccc(-n2nc(C(=O)N3CCCCC3)c3ccccc3c2=O)cc1
 : -5	-0.3	-2	-17	-18	0	-1.5	-1.0	-0.3	-0.2	-0.4
N#CCCn1cc(C(CC(=O)c2ccccc2)C(=O)O)c2ccccc21 (centres undefined)
 : 13	0.9	1	-1	4	1	-0.2	2.8	-0.3	1.1	0.6
Cc1ncc([N+](=O)[O-])n1CC(=O)NCCc1ccccc1
 : 11	0.4	1	8	4	7	-0.5	1.8	3.3	-1.2	-0.7
COc1ccc(-c2noc(CCCOc3ccc(Cl)cc3Cl)n2)cc1
 : 1	0.4	-1	-1	-2	-4	0.2	-0.7	-1.7	0.6	0.8
CC(C)c1ccc(C2C(C(=O)c3ccco3)=C(O)C(=O)N2CC2CCCO2)cc1 (centres undefined)
 : 0	0.2	0	-8	-1	-3	-1.4	-0.3	-0.3	-0.5	0.0
COc1ccc(OC)c(NC(=O)c2cnc(Nc3ccccc3OC)c3ccccc23)c1
 : -166	-2.3	-36	-103	-70	1	-2.0	-3.0	-2.4	-1.9	-0.6
COc1cc(OC)c(Nc2cc(C)nc3nc(C)nn23)cc1Cl
 : -10	0.1	-2	2	-1	0	-0.9	2.3	-1.9	7.2*	-1.0
Cc1[nH]n(-c2ccccc2)c(=O)c1/C=N/NC(=O)C(C)C
 : 2	-0.2	0	7	1	4	-0.8	-1.8	0.6	0.0	-0.3
CC(C)(C)c1ccc(C(=O)N2CCC2(C)C(=O)NCCC#N)cc1 (centres undefined)
 : -8	-0.1	-2	0	0	6	-0.9	0.8	0.5	.	0.2
O=C1NC2c3ccccc3CC2O1 (centres undefined)
 : 0	-0.2	-4	5	5	16	-1.1	-0.1	1.2	0.6	0.6
O=C(O)c1sccc1NC(=O)c1c(Cl)cccc1Cl
 : -7	0.3	-1	-6	2	4	-0.6	0.5	0.7	-0.8	0.6
COc1ccc(NC(=O)CN(C)S(=O)(=O)c2ccc(Br)s2)cc1
 : 6	-0.2	-2	-3	1	-11	-1.2	-0.6	-2.7	0.5	-2.5
C=CCC1(C#N)C(=S)NC2=C(C(=O)CC(C)(C)C2)C1c1ccc(Br)cc1 (centres undefined)
 : -1	-0.7	-1	1	1	6	-1.1	2.1	-0.5	-0.2	1.4
COc1ccc2cc(C(=O)NCc3ccco3)c(=O)oc2c1
 : -341	2.1	-110	-45	-40	6	-0.5	3.6	2.0	1.7	10*
CSc1cccc(NC(C)=O)c1
 : 9	0.6	7	6	5	8	-1.4	0.8	3.2	1.1	0.9
Cc1nn(C)c(C)c1CNC(=O)/C=C/c1ccccc1F
 : 0	-0.9	0	6	3	-1	-1.9	-4.7	-2.1	-1.7	-1.5

A few values from above.
Fc1ccccc1Sc1ccccc1CNC1=NCCN1 in ADAM17 inh is listed with -2
CSc1cccc(NC(C)=O)c1 in hcDAF12 agonist is listed with 3.2
COc1ccc(NC(=O)CN(C)S(=O)(=O)c2ccc(Br)s2)cc1 in hgDAF12 agonist is listed with -2.5
Cc1nn(C)c(C)c1CNC(=O)/C=C/c1ccccc1F in PLCg1 inh is listed with 3
C=CCC1(C#N)C(=S)NC2=C(C(=O)CC(C)(C)C2)C1c1ccc(Br)cc1 (centres undefined) in DAX1 inh-1 is listed with -0.7

(cont.)
Values in the order – ADAM10 inh	DAX1 inh-1	ADAM17 inh	PLC-beta3 inh	PLCg1 inh	sPLA2-III inh	ssDAF12 agonist	GAA850 FXN act	hcDAF12 agonist	DAX1 inh-2	hgDAF12 agonist
COc1ccc(NC(=O)c2cc(-c3cc(F)ccc3OC(C)C)n[nH]2)cc1OC
 : 5	-1.3	1	2	2	-12	-0.7	1.4	-3.2	.	0.0
CCC(=O)Nc1c2c(nn1-c1ccccc1)CSC2
 : -11	-1.3	-6	-8	1	5	-0.7	1.0	1.3	0.0	2.3
CC(=O)Nc1ccc(CN2C(=O)C(CCc3ccccc3)ON=C2c2cnccn2)cc1 (centres undefined)
 : -9	0.4	1	-3	0	-2	-1.1	1.1	-0.2	.	4.1
Cc1csc(NC(=O)c2ccco2)n1
 : -12	0.8	-6	1	1	-2	1.0*	3.7	1.1	1.3	5.3
O=C(COC(=O)c1ccc2ncsc2c1)NC(=O)NCc1ccccc1
 : -6	0.3	-2	-9	-4	-12	-1.4	1.9	0.1	-0.2	1.3
CC(=Nc1ccc(C)c(C)c1)C1=C(O)CCC1=O
 : -60	1.6	-16	-31	-26	7	-0.3	3.1	0.3	-0.5	2.0
COc1cccc(OCC(O)CN2CCC(Cc3ccccc3)CC2)c1 (centres undefined)
 : -1	-0.9	-5	0	1	-12	-1.0	-0.3	-0.8	1.3	1.8
O=[N+]([O-])c1cc([N+](=O)[O-])c(Oc2cc(Cl)cc(Cl)c2)cc1NN1CCCCC1
 : 3	0.6	-2	3	-1	1	-0.8	0.2	0.2	-0.5	0.3
COc1cccc(OC)c1C(=O)OCc1c(-c2ccccc2)ncc2ccccc12
 : 5	-1.0	-2	1	1	0	-1.6	1.2	-1.4	0.5	0.3
COc1cccc(-c2cccc3c4c([nH]c23)[C@@H]2C[C@H]3[C@@H](C(=O)N2CC4)[C@H](C)ON3C)c1
 : -88	1.4	-28	-43	-33	-13	-0.7	.	-2.1	.	5.1
COc1cccc(Cn2nnc(C(=O)NCCc3ccc(Cl)cc3)c2N)c1
 : -18	-0.8	-2	-6	9	-1	-1.6	-0.9	-1.3	5.5*	3.0
COc1ccc(CC(=O)NCc2nnc(SCC(=O)Nc3ncc(C)s3)n2C)cc1
 : 6	-0.3	2	-3	3	-4	-1.5	0.2	-2.0	0.3	3.1
COC(=O)CSc1[nH]c2ccccc2c1[N+](=O)[O-]
 : -37	0.6	-16	-36	-20	10	-0.6	2.6	1.1	1.6	0.2
CCOc1cc(C2NC(=O)NC(O)(C(F)(F)F)C2C(=O)c2ccc(Cl)cc2)ccc1O (centres undefined)
 : -1	-1.2	-1	1	2	-10	-1.2	-3.9	-2.2	0.0	1.2
COc1cccc(-c2noc(CCC(=O)NCCc3ccccc3)n2)c1
 : 1	-0.5	-4	-6	-1	6	-1.6	-6.2	-3.6	0.4	-5.2
Cc1ccc(S(=O)(=O)/N=C(\Sc2ccccc2)c2ccccc2)cc1
 : 1	-0.1	-8	-4	7	1	-0.7	1.1	-1.0	0.9	-3.3

Fetched by structure from the entries so far (two):
Values in the order – ADAM10 inh	DAX1 inh-1	ADAM17 inh	PLC-beta3 inh	PLCg1 inh	sPLA2-III inh	ssDAF12 agonist	GAA850 FXN act	hcDAF12 agonist	DAX1 inh-2	hgDAF12 agonist
Cc1cccc(NC(=O)C2CCCN(S(=O)(=O)c3ccc4[nH]c(=O)ccc4c3)C2)c1 (centres undefined)
 : -14	-0.3	-2	2	4	-5	-0.5	0.1	-2.0	2.5	-3.0
COc1ccc(NC(=O)CN(C)S(=O)(=O)c2ccc(Br)s2)cc1
 : 6	-0.2	-2	-3	1	-11	-1.2	-0.6	-2.7	0.5	-2.5
